SIAE inh = human SIAE inhibition, primary screen; SIAE FP-Rh probe binding, fluorescence polarization; inhibition, % at 9.66 µM; 370,000 tested, 0.69% active; Q9HAT2;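 active = inhibition above a cutoff: mean of compounds within the control limits plus 3 SD of those, cut at about 17% in these data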;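 also: 0% = plate median of compound wells and 100% = probe without SIAE protein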
Target sequence (Q9HAT2 whole entry, looked up): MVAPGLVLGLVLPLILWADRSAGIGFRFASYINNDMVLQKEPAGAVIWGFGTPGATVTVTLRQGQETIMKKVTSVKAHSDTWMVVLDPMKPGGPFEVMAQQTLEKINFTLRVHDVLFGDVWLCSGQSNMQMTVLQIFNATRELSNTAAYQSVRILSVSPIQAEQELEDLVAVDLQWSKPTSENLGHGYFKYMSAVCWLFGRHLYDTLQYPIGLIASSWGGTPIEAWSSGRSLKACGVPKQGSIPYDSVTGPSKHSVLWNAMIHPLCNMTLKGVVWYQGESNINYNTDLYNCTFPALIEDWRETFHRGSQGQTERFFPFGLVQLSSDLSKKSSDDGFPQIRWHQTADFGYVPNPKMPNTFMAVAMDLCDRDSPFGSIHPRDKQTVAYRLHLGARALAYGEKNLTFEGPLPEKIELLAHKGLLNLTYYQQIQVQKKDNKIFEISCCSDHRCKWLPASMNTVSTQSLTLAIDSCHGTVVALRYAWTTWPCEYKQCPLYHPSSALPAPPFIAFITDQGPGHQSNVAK
TCR-CD3 inh = blocks the human TCR-CD3 interaction; TAMRA-labeled TCR probe fluorescence, biochemical; inhibition, % at 9.4 µM; 360,000 tested, 0.37% active; in the data active = inhibition above about 19%;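 also: recombinant mutant TCR 2C K166C tagged with TAMRA read by polarization; 0% = receptor in buffer alone and 100% = receptor with positive control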
mABHD4 FP = inhibits mouse alpha/beta hydrolase domain 4 | Q8VD66 | 370,000 tested, 0.54% active | inhibition, % at 8.92 µM | AID 720543 | purified mABHD4, FP-Rh probe fluorescence polarization;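 active = inhibition exceeding the mean over every tested compound plus 3 SD, cut at about 30% in these data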;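 also: 0% = plate median of compound wells and 100% = S159A mutant with DMSO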
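Assay system: mABHD4 protein; medium: HEPES pH 7.0, NaCl, Pluronic buffer; dosing: 8.92 µM, single dose; schedule: 45 min + 60 min at 25 °C; signal: FP readout, ex 525 nm / em 598 nm; read-out: normalized percent inhibition of probe labeling; repeats: single replicate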
PG9 Ab binder = small molecules binding HIV-1 gp120 antibody PG9; AID 624416; 360,000 tested, 0.43% active; TR-FRET gp120-PG9 antibody binding; inhibition, % at 6.7 µM; in the data active = inhibition above about 8.5%
HTRA1 inh = HTRA1 (human) protease inhibition | recombinant HTRA1, FP-rhodamine activity-based probe, fluorescence polarization | inhibition, % at 5.96 µM | 340,000 tested, 0.5% active | AID 504803; in the data active = inhibition above about 36%;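 also: 0% = enzyme with DMSO and 100% = wells lacking enzyme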
Target sequence (Q92743 whole entry, looked up): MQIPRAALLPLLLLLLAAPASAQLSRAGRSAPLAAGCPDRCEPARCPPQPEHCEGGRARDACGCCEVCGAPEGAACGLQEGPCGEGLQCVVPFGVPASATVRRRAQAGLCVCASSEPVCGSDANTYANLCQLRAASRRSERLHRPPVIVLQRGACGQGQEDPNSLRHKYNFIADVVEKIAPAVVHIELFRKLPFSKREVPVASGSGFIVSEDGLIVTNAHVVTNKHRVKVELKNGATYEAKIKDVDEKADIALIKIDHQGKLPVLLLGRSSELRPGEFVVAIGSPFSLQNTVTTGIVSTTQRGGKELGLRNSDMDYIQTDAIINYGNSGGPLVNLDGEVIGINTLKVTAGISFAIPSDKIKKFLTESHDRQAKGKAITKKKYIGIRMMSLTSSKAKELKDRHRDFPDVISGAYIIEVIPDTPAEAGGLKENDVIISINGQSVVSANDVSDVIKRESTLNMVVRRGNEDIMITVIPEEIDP
LEDGF integ inh = blocks HIV-1 LEDGF/p75-dependent DNA integration; TR-FRET IN-LEDGF/p75 DNA integration, Eu/Cy5; inhibition, % at 3.7 µM; 370,000 tested, 0.64% active;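 active = inhibition above the screen-wide mean plus 3 SD, cut at about 13% in these data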;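 also: signal is the Cy5 over europium emission ratio at 671 and 618 nm; 0% = plate median of compound wells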
Rev-erbA mod = Rev-erb alpha (human) modulation. 370,000 tested, 0.79% active. activity, % at 10 µM. P20393. Rev-erbα–FITC-DNA binding, fluorescence polarization, 90 min;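 active = activity above about 14%, limit read from the data; passing the limit was not always enough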;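 also: 0% = DMSO wells with 35 nM protein and 100% = DMSO wells with 750 nM protein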
PRMT1 inh = PRMT1 (human) inhibition, primary screen. Q99873. recombinant PRMT1, activity-based probe fluorescence polarization. inhibition, % at 2.79 µM. 370,000 tested, 1.3% active;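 active = inhibition above about 21% made by adding two undisclosed values, limit read from the data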
TDP2 absorb = blocks human TDP2 phosphodiesterase activity; O95551; recombinant TDP2, T5PNP hydrolysis, p-nitrophenol absorbance 415 nm; inhibition, % at 12.8 µM; 370,000 tested, 0.34% active;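 active = inhibition above the mean of all tested compounds plus 3 SD, set per campaign, cut at about 25% in these data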;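 also: 0% = DMSO with enzyme and 100% = buffer with substrate but no TDP2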
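Incubation: 2 h at 37 °C; Test system: recombinant human TDP2; Quantity: enzyme 120 nM; Read-out basis: percent inhibition; Medium: 50 mM Tris-HCl pH 7.5 with Mg2+, KCl, DTT, BSA; Repeats: single replicate; Compound: 12.8 µM single point, 1% DMSO; Signal: epi absorbance; Reagent: 5 mM T5PNP chromogenic substrate; Benchmarks: no-enzyme high, DMSO-plus-enzyme low.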
rCAG RNA binder = r(CAG) repeat RNA binding; TO-PRO-1 dye displacement fluorescence; inhibition, % at 3 µM; 370,000 tested, 1.3% active;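 active = inhibition above the plate cutoff, the mean of all test compounds on that plate plus 3 SD, cut at about 35% in these data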;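 also: 0% = DMSO alone and 100% = 100 µM mitoxantrone as full dye displacement; higher means more dye released from RNA so lower well fluorescence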
* hit, by the source's call; . = not tested or not shown. Only part of the results is shown, so the mix of outcomes need not match the whole.

SMILES	SIAE inh	TCR-CD3 inh	mABHD4 FP	PG9 Ab binder	HTRA1 inh	LEDGF integ inh	Rev-erbA mod	PRMT1 inh	TDP2 absorb	rCAG RNA binder
Cc1cc(CNC(=O)c2cccc([N+](=O)[O-])c2)c2ccccc2n1	-6.0	8.4	2.6	-0.6	1.6	-0.2	-1.8	-1.3	-5.3	1.3
CCCNC(=O)C(=O)Nc1ccc(N(C)C)cc1	-6.9	3.2	-1.2	-6.6	-1.2	-3.7	6.3	11.0	-23.9	-1.6
COc1ccc(Cl)cc1NC(=O)CCCC(=O)c1ccccc1	3.6	0.4	-12.4	-1.5	-10.9	7.3	3.5	-0.5	-7.2	-3.9
CCOC(=O)N=S(N)(=O)c1ccccc1 (configuration not stated)	-13.2	9.4	5.3	-0.4	4.3	0.4	-3.0	1.4	-2.1	0.3
Cc1ccsc1CN(C(=O)c1ccccc1)C1CCS(=O)(=O)C1 (configuration not stated)	1.1	-3.5	-1.8	-0.5	-1.4	-2.5	1.0	-1.0	1.5	-6.8
C#CC1(NC(=O)NC(C)(C)C)CCCCC1	10.3	3.1	-1.8	1.0	-5.7	-4.8	5.8	1.6	-1.3	-0.2
COc1ccc(N(CC(=O)Nc2ccc(C)cn2)S(=O)(=O)c2c(C)noc2C)cc1	2.1	2.5	1.0	-0.2	-3.4	-1.2	-1.5	-1.1	7.9	-5.0
COc1ccc(C)cc1Nc1n[n+](-c2ccccc2)c(-c2ccc(N(C)C)cc2)s1	6.4	0.6	9.3	-1.0	-7.3	-2.3	5.9	-1.7	12.0	6.2
Cc1cc2c3c(c1)C(C)CC(C)(C)N3C(=O)C2=C(C#N)C#N (configuration not stated)	2.4	2.2	2.0	-3.4	-7.9	1.2	-1.2	-1.5	-0.8	-0.2
COc1ccccc1S(=O)Cc1ccc(C(=O)NCc2ccccc2Cl)o1 (configuration not stated)	-5.8	-3.8	3.9	-1.2	-7.3	-1.4	-6.5	6.8	2.8	1.8
CCc1cc(C(=O)NCC2CCCO2)sc1C (configuration not stated)	-7.1	5.4	4.9	-1.9	-0.1	0.0	0.2	0.1	-6.3	-3.2
CC(C)NS(=O)(=O)c1ccc(NC(=O)C2CC3C=CC2C3)cc1 (configuration not stated)	-2.3	4.6	0.7	0.2	2.6	-3.4	-4.0	-1.4	-14.6	-4.0
Cc1nc2nc(C)c(NS(=O)(=O)c3ccc(C(C)(C)C)cc3)c(=O)n2[nH]1	2.2	8.3	-1.3	0.4	4.1	1.0	-3.8	-0.7	5.4	15.7
CCOC(=O)c1cnc(SC2CC(=O)N(c3ccc(C)cc3)C2=O)nc1N (configuration not stated)	-6.4	1.6	-1.1	-1.0	4.1	-1.0	1.9	10.0	5.0	-0.8
COc1ccccc1CNC(=O)c1c(N)n(CCCN2CCOCC2)c2nc3ccccc3nc12	-1.3	1.4	19.6	1.5	-8.2	1.5	2.2	2.2	-10.0	8.8
Cc1occc1-c1nnc(SCC(=O)N2CCN(c3ccccc3F)CC2)n1C	-2.1	3.6	-1.6	-0.7	.	1.4	-3.8	-3.1	-7.5	-2.5
COc1ccc(C(=O)NCCS(=O)(=O)NCc2ccccc2OC)cc1	-3.3	-0.8	-2.9	-0.2	-2.9	2.9	-4.5	-1.7	8.4	-4.9
O=C(Cc1ccc(NC(=O)C2CCN(C(=O)CCc3ccccc3)CC2)cc1)Nc1ccc(C(=O)N2CCOCC2)cc1	-5.4	8.4	-0.8	-0.9	-0.4	3.6	6.0	-1.6	-2.8	4.2
O=C(CCCN1C(=O)c2ccccc2C1=O)OC1CSCC1NC(=O)c1ccccc1 (configuration not stated)	-4.7	-9.9	-6.2	1.2	-5.0	-3.9	-1.0	2.6	-0.9	0.5
Cc1c(NC(=O)Nc2cc(F)c(F)cc2Cl)c(=O)n(-c2ccccc2)n1C	5.8	-5.4	-3.9	-0.3	.	1.0	2.4	-1.1	8.5	-0.7
CCOC(=O)N1CCN(C(=O)CSc2ccccc2)CC1	3.7	9.7	4.3	0.3	2.4	0.3	0.6	-2.0	-1.6	-3.3
COc1ccccc1NS(=O)(=O)c1cccc(C(=O)N/N=C(\C)c2cccnc2)c1	-6.4	4.8	-12.4	-1.3	-8.1	3.6	-0.7	1.6	2.5	1.5
O=C(NCCN1CCC(n2c(=O)[nH]c3ccccc32)CC1)c1ccc(F)c(F)c1	-4.3	-1.8	8.3	-1.1	.	0.4	5.1	1.7	1.0	-3.0
COc1cc(/C=C/C(=O)N2CCN(c3ccccn3)CC2)cc(OC)c1OC	4.1	-10.4	2.8	-0.9	0.9	0.0	-6.6	2.6	10.1	-8.6
O=C(CSc1nnc(-c2cccs2)o1)Nc1cccc2ccccc12	-2.6	.	0.5	.	.	-0.1	-3.7	4.7	-2.9	1.4
COc1ccccc1N(CC(=O)NCCSCc1cccc(C)c1)S(=O)(=O)c1ccccc1	-2.4	1.3	-0.5	-0.5	-26.8	-4.0	3.6	2.4	7.1	-3.2
O=C(NC(Cc1ccccc1)C(=O)O)/C(=C/c1ccco1)NC(=O)c1cccc(Br)c1 (configuration not stated)	-2.4	2.2	12.3	0.3	-3.0	3.3	-0.8	24.9*	-3.3	31.4
Cc1cc(C)nc(SCC(=O)NN=Cc2ccc(C)o2)n1	18.3*	-6.2	8.1	1.7	0.0	-0.7	-7.0	3.2	13.6	3.1
COc1ccc(C(=O)CC(Nc2ccc([N+](=O)[O-])cc2)c2ccc(OC)cc2)cc1 (configuration not stated)	-18.8	7.7	-34.6	0.3	-46.6	-3.0	1.6	-1.7	-9.3	13.1
COc1ccc(S(=O)(=O)NCc2ccccc2)cc1	0.3	-2.6	2.9	1.4	-5.7	-3.8	8.3	3.7	-8.2	-2.2
COc1ccc(N=C(N)NC(=O)OCc2ccccc2)cc1	1.4	.	1.0	.	.	-2.0	1.8	-2.2	-1.8	2.7
O=C(CSc1nc2sc3c(c2c(=O)n1-c1ccc(Cl)cc1)CCCC3)c1ccccc1Cl	8.5	.	-2.2	.	.	-0.8	-0.8	-1.9	-1.3	11.4
COC(=O)[C@]12C[C@H](CC(=O)N3CCN(C(=O)c4ccco4)CC3)C(=O)N(Cc3ccc(Cl)cc3Cl)C1=C[C@H](COCc1ccccc1)O[C@@H]2C	-6.8	.	-11.2	.	.	9.4	9.3	-3.6	-11.1	10.8
Cc1cc(NC(=O)COC(=O)C2CCN(S(=O)(=O)c3cccc(Cl)c3Cl)CC2)no1	-3.2	-0.3	1.0	-2.2	-2.2	-1.4	1.1	2.6	-5.6	0.3
c1ccc(CC2CCCNC2)cc1 (configuration not stated)	11.7	7.1	-5.0	-1.4	-0.3	-0.9	-6.3	-2.1	13.7	1.1
O=C(CSc1nnnn1-c1ccc(Cl)cc1)N1CCc2ccccc2C1	-4.2	-1.0	0.4	2.5	-11.8	2.8	-5.1	2.0	4.5	6.8
O=C(Cn1cc(COc2ccc(Br)cc2[N+](=O)[O-])nn1)c1ccc(O)cc1	-3.3	-1.4	1.9	-0.5	-3.8	-0.7	-5.7	3.5	-4.0	8.0
CCOC(=O)c1c(CNc2ccncc2)n(C)c2cc(Br)c(O)cc12	2.9	-5.3	5.6	-0.1	-2.4	2.5	0.7	-1.3	1.2	2.1
O=C(NCCc1ccc(F)cc1)c1n[nH]c2ccccc12	2.4	1.0	-9.1	-0.4	-8.2	1.8	1.6	-0.4	0.1	-3.5
Cc1ccccc1CN1CCCCC(NC(=O)c2ccccc2F)C1=O (configuration not stated)	1.3	.	4.9	.	.	-3.8	-2.4	4.3	0.7	2.7

Looked up by structure from the entries so far, 4 records:
SMILES	SIAE inh	TCR-CD3 inh	mABHD4 FP	PG9 Ab binder	HTRA1 inh	LEDGF integ inh	Rev-erbA mod	PRMT1 inh	TDP2 absorb	rCAG RNA binder
COC(=O)[C@]12C[C@H](CC(=O)N3CCN(C(=O)c4ccco4)CC3)C(=O)N(Cc3ccc(Cl)cc3Cl)C1=C[C@H](COCc1ccccc1)O[C@@H]2C	-6.8	.	-11.2	.	.	9.4	9.3	-3.6	-11.1	10.8
Cc1cc(NC(=O)COC(=O)C2CCN(S(=O)(=O)c3cccc(Cl)c3Cl)CC2)no1	-3.2	-0.3	1.0	-2.2	-2.2	-1.4	1.1	2.6	-5.6	0.3
CCOC(=O)c1c(CNc2ccncc2)n(C)c2cc(Br)c(O)cc12	2.9	-5.3	5.6	-0.1	-2.4	2.5	0.7	-1.3	1.2	2.1
O=C(CSc1nnnn1-c1ccc(Cl)cc1)N1CCc2ccccc2C1	-4.2	-1.0	0.4	2.5	-11.8	2.8	-5.1	2.0	4.5	6.8

Grouped by structure, those above containing a tert-butyl group
SMILES	SIAE inh	TCR-CD3 inh	mABHD4 FP	PG9 Ab binder	HTRA1 inh	LEDGF integ inh	Rev-erbA mod	PRMT1 inh	TDP2 absorb	rCAG RNA binder
C#CC1(NC(=O)NC(C)(C)C)CCCCC1	10.3	3.1	-1.8	1.0	-5.7	-4.8	5.8	1.6	-1.3	-0.2
Cc1nc2nc(C)c(NS(=O)(=O)c3ccc(C(C)(C)C)cc3)c(=O)n2[nH]1	2.2	8.3	-1.3	0.4	4.1	1.0	-3.8	-0.7	5.4	15.7

Next part:
SMILES	SIAE inh	TCR-CD3 inh	mABHD4 FP	PG9 Ab binder	HTRA1 inh	LEDGF integ inh	Rev-erbA mod	PRMT1 inh	TDP2 absorb	rCAG RNA binder
CC(=O)N1CCN(C(=S)NC(=O)c2ccc(F)cc2)CC1	8.6	-5.9	-5.2	0.8	-2.3	3.6	-1.5	4.6	5.1	-0.5
CCCCC(=O)NNC(=O)CC(=O)Nc1ccccc1C(=O)O	-7.1	-5.5	6.0	0.5	9.6	-2.6	-4.1	0.2	14.7	-4.3
CC(C)C(=O)NCC(c1cccs1)S(=O)(=O)c1ccc(F)cc1 (configuration not stated)	-1.3	9.1	-0.7	-0.2	-5.2	3.5	-5.7	-4.8	16.8	-2.4
O=C(C[n+]1cccc(Br)c1)c1ccccc1	2.3	-0.3	12.6	1.1	-0.1	-3.5	-1.1	8.8	14.4	0.1
COc1cc(C=O)ccc1OCCOCCOc1ccc(Cl)cc1Cl	-6.0	7.5	-9.1	-1.6	-23.8	-1.3	2.0	-1.8	7.8	-2.4
COC(=O)c1c(N)sc(C(C)=O)c1C	-1.3	7.7	-4.4	-1.1	-0.9	1.6	-1.1	-2.3	-1.5	0.4
O=C(O)c1c2c(nc3ccccc13)CCCCC2	-0.4	1.7	5.3	0.8	7.3	-1.9	7.1	0.2	-4.1	-0.1
C/C(CC(=O)NCc1ccc(Cl)cc1)=N\NC(=O)Cc1ccccc1	3.1	-5.2	-4.8	-0.5	-4.5	-3.3	-6.9	0.3	6.8	2.0
COC(=O)c1sc(NC(=O)c2ccncc2)nc1C	1.6	-10.0	0.4	-0.9	0.1	-2.7	-3.8	0.5	2.3	-1.8
c1ccc(-c2nc(C3CCCCC3)c3sccc3n2)cc1	4.7	0.2	-0.1	1.5	-0.9	1.9	0.9	-0.9	-3.9	1.5
Cc1ccc(S(=O)(=O)/N=C(\CSC(N)=O)Nc2ccccc2)cc1	4.6	1.1	-0.5	-0.3	6.7	1.3	-0.9	-2.2	-5.2	-0.4

Compound activity (PubChem BioAssay)
